ABHD5 PLIN5 PPI: ABHD5-PLIN5 interaction inhibitors, primary screen, cell lysate, split luciferase complementation, luminescence; hit rate 0.78% among 360,000; Split G. princeps luciferase complementation, 4 h; inhibition, % at 4 µM; Perilipin-5 (Homo sapiens) + 1-acylglycerol-3-phosphate O-acyltransferase ABHD5 (Homo …;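 active means inhibition above the mean inhibition across every tested compound plus 3 SD, cut at about 22% in these data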;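 further: 0% = DMSO only wells and the 100% control is not disclosed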
TLR9-MyD88 inh: inhibitors of TLR9-MyD88 association in cells, primary screen, cell-based, CHO, BLA complementation, fluorescence; CCF4 FRET ratio; AID 504734, 2011; hit rate 0.21% among 340,000; Toll-like receptor 9 (Homo sapiens) + Myeloid differentiation primary response protein …; inhibition, % at 4.98 µM;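 active means inhibition above the mean over all tested compounds plus 3 SD, cut at about 21% in these data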;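 further: 0% = DMSO only wells and 100% = clavulanate BLA inhibitor control wells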
MC4R barr agon: MC4R agonists recruiting beta-arrestin, primary screen, cell-based, luminescence, agonist arm of biased-ligand search | Melanocortin receptor 4 (Homo sapiens), P32245 | U2OS MC4R beta-arrestin complementation; percent of melanotan II response, DMSO zero | activation, % at 8.9 µM | hit rate 0.98% among 360,000 | AID 540308, 2011;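 active means activation above a per-plate cutoff, the mean activation of sample wells on that plate plus 3 SD, cut at about 8% in these data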
NR2F2 inh: NR2F2 transcriptional activity inhibitors, primary screen, cell-based, luciferase reporter, HEK293T, luminescence; COUP transcription factor 2 (Homo sapiens), P24468; inhibition, % at 8.6 µM; hit rate 0.7% among 370,000; AID 686940, 2013; HEK293T NGFI-A luciferase reporter;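 active means inhibition above a per-plate cutoff, mean inhibition of test wells between control levels plus 3 SD, cut at about 38% in these data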;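 further: cells cotransfected with COUP-TFII expression vector driving the NGFI-A reporter; 0% = median of COUP-TF2 test wells and 100% = reporter-only cells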
Target sequence (P24468 whole entry, looked up): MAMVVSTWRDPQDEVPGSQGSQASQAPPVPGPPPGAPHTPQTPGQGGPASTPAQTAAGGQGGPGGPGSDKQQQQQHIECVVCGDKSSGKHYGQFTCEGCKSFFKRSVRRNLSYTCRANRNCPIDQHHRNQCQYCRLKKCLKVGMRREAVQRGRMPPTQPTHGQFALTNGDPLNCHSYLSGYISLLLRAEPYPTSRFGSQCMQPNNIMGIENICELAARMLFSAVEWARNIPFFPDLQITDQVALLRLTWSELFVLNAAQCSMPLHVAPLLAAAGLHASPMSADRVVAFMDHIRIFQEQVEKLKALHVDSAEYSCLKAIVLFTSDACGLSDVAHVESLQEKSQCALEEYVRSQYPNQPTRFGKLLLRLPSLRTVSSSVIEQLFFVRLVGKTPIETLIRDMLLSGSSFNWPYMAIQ
NCOA3 inh: SRC3 coactivator transcriptional activity inhibitors, primary screen, cell-based, luminescence | Nuclear receptor coactivator 3 (Homo sapiens), Q9Y6Q9 | HEK293 GAL4-SRC3 luciferase reporter | inhibition, % at 3.6 µM | hit rate 0.17% among 360,000 | AID 588352, 2011;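 active means inhibition above a per-campaign cutoff, the mean of all compounds plus 3 SD, cut at about 60% in these data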;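 further: 0% = DMSO-treated cells and 100% = gossypol-treated cells at 36 µM; higher means less SRC3-driven luciferase light from the GAL4 reporter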
NCOA1 inh: SRC1 coactivator transcriptional activity inhibitors, primary screen, cell-based, luminescence. inhibition, % at 3.6 µM. AID 588354, 2011. hit rate 0.12% among 360,000. HEK293 GAL4-SRC1 luciferase reporter. Nuclear receptor coactivator 1 (Homo sapiens), Q15788;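 active means inhibition above the campaign mean plus 3 SD, with each screening campaign given its own cutoff, cut at about 60% in these data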;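 further: 0% = DMSO treated cells and 100% = gossypol at 36 µM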
MC4R antagonist: MC4R antagonists of cAMP signaling, primary screen, cell-based, TR-FRET, antagonist arm of biased-ligand search. Melanocortin receptor 4 (Homo sapiens), P32245. MC4R-expressing cells, MTII-stimulated cAMP, LANCE TR-FRET. inhibition, % at 6.5 µM. hit rate 0.48% among 360,000;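 active means inhibition above its plate's cutoff, the mean of tested wells on that plate plus 3 SD, cut at about 29% in these data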;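 further: 0% = Melanotan II alone and 100% = Melanotan II plus saturating MCL0020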
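System: U2OS-MC4R stable cell line; Technique: Eu-cAMP/anti-cAMP TR-FRET, emission 671 nm; Repeats: single well per compound; Also added: Melanotan II; Dosing: one concentration, 6.5 µM nominal; Schedule: 30-min compound, 1-h challenge, 1-h detection, room temperature.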
SRC2 inh: inhibition of GAL4-SRC2 driven luciferase reporter, primary screen, SRC2 inhibitor project, cell-based, luminescence. Nuclear receptor coactivator 2 (Homo sapiens), Q15596. HEK293 GAL4-SRC2 luciferase reporter. inhibition, % at 9 µM. hit rate 0.17% among 370,000. AID 651957, 2012;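 active means inhibition above the mean inhibition of all tested compounds plus 3 SD, set per campaign, cut at about 52% in these data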;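 further: 0% = DMSO treated cells and 100% = cells given Gossypol at 36 µM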
NOD2 RIPK2 PPI: NOD2-RIPK2 binding disruptors in cells, primary screen, fluorescence, CHO cells, BLA complementation; CCF4 ratio; AID 624267, 2012; inhibition, % at 4.98 µM; hit rate 0.38% among 360,000; in the data active means inhibition above about 21%;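 further: 0% = vehicle only and 100% = reference blocker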
EBV LMP1 NFkB: EBV LMP1-driven NF-kappaB luciferase reporter inhibitors, primary screen, cell-based, luminescence, single point; LMP1-induced NF-kappaB luciferase reporter cells; inhibition, % at 12.5 µM; hit rate 0.69% among 350,000; AID 504558, 2011; in the data active means inhibition above about 41%;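 further: 0% = neutral control wells and 100% = reference inhibitor control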
LRH-1 inv ag: LRH-1 (NR5A2) inverse agonists, primary screen, cell-based, luminescence, HEK293T, StAR-luciferase reporter; Nuclear receptor subfamily 5 group A member 2 (Homo sapiens), O00482; LRH-1 transfected, 24 h; inhibition, % at 3.6 µM; hit rate 0.13% among 360,000; AID 602396, 2012;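 active means inhibition above the mean inhibition of all tested compounds plus 3 SD, cut at about 73% in these data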;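 further: 0% = DMSO wells and 100% = reporter-only cells lacking LRH-1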
Target sequence (O00482 whole entry, looked up): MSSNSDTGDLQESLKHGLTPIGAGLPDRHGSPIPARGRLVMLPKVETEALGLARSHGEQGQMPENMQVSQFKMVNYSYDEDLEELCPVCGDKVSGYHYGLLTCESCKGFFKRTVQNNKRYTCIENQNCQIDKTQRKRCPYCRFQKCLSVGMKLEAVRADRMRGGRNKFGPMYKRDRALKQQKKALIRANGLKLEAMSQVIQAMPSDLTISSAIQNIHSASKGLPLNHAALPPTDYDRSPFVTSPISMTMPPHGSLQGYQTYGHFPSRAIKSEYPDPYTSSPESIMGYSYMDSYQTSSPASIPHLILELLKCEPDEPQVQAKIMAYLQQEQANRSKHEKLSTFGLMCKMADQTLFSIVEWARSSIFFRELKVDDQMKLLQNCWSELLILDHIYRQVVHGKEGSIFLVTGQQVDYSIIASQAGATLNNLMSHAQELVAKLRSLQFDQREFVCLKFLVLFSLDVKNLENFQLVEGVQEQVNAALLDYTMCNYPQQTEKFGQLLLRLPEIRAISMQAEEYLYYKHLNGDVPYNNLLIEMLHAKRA
Numbers without * were called inactive; . = not tested or not shown. A portion of the library, so the mix of outcomes need not match the whole.

SMILES	ABHD5 PLIN5 PPI	TLR9-MyD88 inh	MC4R barr agon	NR2F2 inh	NCOA3 inh	NCOA1 inh	MC4R antagonist	SRC2 inh	NOD2 RIPK2 PPI	EBV LMP1 NFkB	LRH-1 inv ag
O=S(=O)(c1ccc(Cl)nc1)N(Cc1ccccc1)Cc1ccccc1	1	-17	-1.3	-7	0	2	11	0	1	-12	-9
Cc1ccc(S(=O)(=O)N2CCN(C(=O)Cc3ccccc3)CC2)cc1C	1	4	-4.2	10	14	-2	-4	-18	-6	-10	-10
COc1cc2[nH]c(=O)n(Cc3ccc(C(=O)NCCCN4CCN(C)CC4)cc3)c(=O)c2cc1OC	3	10	-1.5	7	-8	0	-5	-8	1	6	12
O=C(CNC(=O)c1ccccc1)Nc1ccsc1C(=O)O	-3	-4	-2.8	-11	5	1	11	3	-5	2	10
Cc1ccc(S(=O)(=O)N2C(=O)CCC2C(=O)Nc2ccc3c(c2)OCCO3)cc1 (stereo unspecified)	-8	-1	-1.6	-12	10	-2	0	-17	5	21	1
COc1cc(C(=O)N2CCN(c3cccc(C)c3C)CC2)cc(OC)c1OC	9	-4	0.1	-26	-9	0	-16	1	3	11	-6
CC(=O)Nc1cc[n+](C(C)C(=O)c2ccc(Cl)cc2)cc1 (stereo unspecified)	3	3	-0.8	1	7	-8	6	24	-3	2	-7
O=C(NCCCCNC(=O)c1cccnc1Cl)c1cccnc1Cl	-1	-10	0.0	-3	-2	-9	9	-12	6	-16	-3
O=S(=O)(c1cnccc1N1CCN(CCO)CC1)N1CCCC1	0	3	0.1	-15	-21	2	6	-34	3	-2	1
COc1ccc(S(=O)(=O)N2c3ccc(F)cc3CCC2C)cc1 (stereo unspecified)	-6	0	-0.5	-44	19	-64	-13	38	9	2	25
CC(C)CNC(=S)N(CCN(C)C)Cc1cc2cc3c(cc2[nH]c1=O)OCO3	-1	-4	-0.8	6	-22	6	16	14	2	1	-1
Cc1ccc(S(=O)(=O)N2CCCOC2CNC(=O)C(=O)NCc2cccs2)cc1 (stereo unspecified)	-10	4	-1.8	3	22	-8	-3	2	-8	6	3
CC(=NOC(=O)c1ccc(I)cc1)c1nccs1	1	.	4.2	-14	-21	-22	-3	12	-15	.	2
CCOC(=O)c1sc2nc(CSc3ccccc3)nc(N3CCC(C(N)=O)CC3)c2c1C	-1	-1	-2.0	19	16	3	11	-2	4	6	2
COC(=O)C1(C(=O)OC)C/C=C\CN(S(=O)(=O)c2ccccc2[N+](=O)[O-])CC1	-7	.	.	12	.	.	.	-7	2	.	9

Continued, overlapping the part above by four compounds.
SMILES	ABHD5 PLIN5 PPI	TLR9-MyD88 inh	MC4R barr agon	NR2F2 inh	NCOA3 inh	NCOA1 inh	MC4R antagonist	SRC2 inh	NOD2 RIPK2 PPI	EBV LMP1 NFkB	LRH-1 inv ag
Cc1ccc(S(=O)(=O)N2CCCOC2CNC(=O)C(=O)NCc2cccs2)cc1 (stereo unspecified)	-10	4	-1.8	3	22	-8	-3	2	-8	6	3
CC(=NOC(=O)c1ccc(I)cc1)c1nccs1	1	.	4.2	-14	-21	-22	-3	12	-15	.	2
CCOC(=O)c1sc2nc(CSc3ccccc3)nc(N3CCC(C(N)=O)CC3)c2c1C	-1	-1	-2.0	19	16	3	11	-2	4	6	2
COC(=O)C1(C(=O)OC)C/C=C\CN(S(=O)(=O)c2ccccc2[N+](=O)[O-])CC1	-7	.	.	12	.	.	.	-7	2	.	9
CCCCOCCCNCC(=O)Nc1ccc(S(N)(=O)=O)cc1	5	18	-0.7	21	4	6	6	11	5	1	-14
Cn1ccnc1SCC(=O)c1cccc(C(F)(F)F)c1	-11	8	2.4	-8	-33	-36	-4	-22	6	-5	-4
Cc1ccc2cc(CN(Cc3ccc(F)cc3)Cc3nnnn3C3CCCC3)c(=O)[nH]c2c1	0	7	6.3	-20	6	5	1	14	-15	1	6
Cc1cc(C)n(CCC(=O)N2CCN(S(=O)(=O)c3ccc(C)c(C)c3)CC2)n1	3	-8	-1.1	-6	5	-1	11	7	4	-1	-2
CCOC(=O)c1cnc2nc(N3CCOCC3)nn2c1N	-1	-1	-0.3	-1	-4	-18	-3	-11	-11	-5	-26
COc1ccccc1C1CCN(Cc2cccc(C(=O)N3CCC(O)CC3)c2)CC1	-2	-6	-1.2	.	-12	7	5	.	0	-5	0
CC(C)(C)c1ccc(OCCC(=O)OCC(=O)NC2CCCCC2)cc1	9	-18	1.2	-10	5	4	5	12	-1	-2	-20
CCOC(=O)c1cnc2ccc(C(=O)OC)cc2c1NCCc1ccc(OC)c(OC)c1	-1	-7	2.0	-5	11	-27	16	7	2	4	2
COc1ccc(OC)c(CN(CCN2CCOCC2)S(=O)(=O)c2ccc(NC(C)=O)cc2)c1	-1	4	0.1	0	10	2	-5	12	3	-11	-1
CCn1cc(C(=O)NCCCOC(C)C)c2cc(OC)c(OC)cc2c1=O	-1	-5	-1.3	-8	-9	-27	2	-11	-3	7	-13
O=C(C(=O)N1CCC(c2ccccc2)CC1)c1cccc([N+](=O)[O-])c1	1	.	.	-9	.	.	.	-22	-3	.	-8
Cn1c(CC(=O)Nc2ccccc2)nnc1SCCOc1ccccc1	-1	-1	0.8	-15	-55	-25	2	-29	-14	-27	-63
COc1ccc(-n2c(-c3ccco3)nc3c(cnn3-c3ccc(C)cc3)c2=O)cc1	1	2	0.0	-28	6	2	0	-7	0	7	13
CCCC(=O)n1nc(-c2cccnc2)nc1NCc1ccc(OC)cc1	-2	-3	-1.9	-1	18	-27	16	15	-8	29	8
C[C@@H]1CN([C@@H](C)CO)C(=O)c2cc(NS(=O)(=O)c3ccc(Cl)cc3)ccc2O[C@H]1CN(C)Cc1ccncc1	6	-8	-0.5	8	18	-5	5	7	-4	-2	-2
N[C@H]1C(O)O[C@H](CO)[C@@H](O)[C@@H]1O (stereo partly specified)	2	-3	-0.1	0	-19	-17	1	4	-13	-12	-11
Cc1ccc(NC(=O)c2c(-c3ccccc3Cl)noc2C)nc1	3	7	-1.2	7	6	-26	9	-27	-4	-2	14
CCSc1ncnc2c1oc1ccccc12	4	13	-0.3	-16	-6	-12	-2	-1	-3	2	-15
Cc1ccc(C(=O)O)c(C(=O)Nc2nc3ccccc3s2)c1	2	7	-0.8	-5	-3	15	4	-33	3	2	-11
O=C1NC[C@@H](Cc2cccc3ccccc23)N(CCc2cc(C(F)(F)F)cc(C(F)(F)F)c2)C1=O	-8	1	11*	-7	-2	3	-1	-9	-4	4	25
COc1cc(-c2cc(C(=O)NCCc3ccc(S(N)(=O)=O)cc3)c3ccccc3n2)cc(OC)c1OC	4	-2	-0.9	12	10	0	12	10	4	2	6
Cc1ccc(C(=O)N2CC(=O)Nc3ccccc32)o1	0	2	0.7	-16	24	-2	-4	-11	6	1	8
O=C(CN1C(=O)C2CCCCC2C1=O)Nc1cccc([N+](=O)[O-])c1 (stereo unspecified)	3	6	-1.0	1	9	-26	7	-2	1	0	12
N#Cc1c(-c2ccccc2F)cc(C2CC2)nc1SCC(=O)c1cccs1	-1	2	0.8	-3	14	-2	7	12	-3	-13	-15
CC(=O)N1CCN(C(=O)c2cc(S(=O)(=O)N3CCCCC3)ccc2Cl)CC1	-4	6	-3.1	-7	11	9	-1	-28	-1	-4	4
Cc1ccc(CSc2ncnc3onc(C)c23)cc1	7	-14	0.5	16	5	-8	8	-4	10	7	-8
COc1ccc(/C(N)=N/O)cc1O	-4	-2	-0.6	13	-7	4	5	-18	-4	-8	-6
O=C(NC1CCCC1)c1cccc(Cl)c1	-5	0	-1.7	5	-1	-20	0	-9	-9	-2	-6
CCCCc1nnc2c(N(C)S(=O)(=O)c3ccccc3)nc3ccccc3n12	-2	-12	-1.9	2	12	-18	-6	-15	14	-3	-1
c1ccc(CN2CCC(=NNc3nc4ccccc4[nH]3)CC2)cc1	-4	1	-2.5	-5	-28	-39	-5	-25	-5	8	-35

Three of the compounds above, with bars between the fields.
Compound | ABHD5 PLIN5 PPI | TLR9-MyD88 inh | MC4R barr agon | NR2F2 inh | NCOA3 inh | NCOA1 inh | MC4R antagonist | SRC2 inh | NOD2 RIPK2 PPI | EBV LMP1 NFkB | LRH-1 inv ag
CCn1cc(C(=O)NCCCOC(C)C)c2cc(OC)c(OC)cc2c1=O | -1 | -5 | -1.3 | -8 | -9 | -27 | 2 | -11 | -3 | 7 | -13
O=C(C(=O)N1CCC(c2ccccc2)CC1)c1cccc([N+](=O)[O-])c1 | 1 | . | . | -9 | . | . | . | -22 | -3 | . | -8
Cn1c(CC(=O)Nc2ccccc2)nnc1SCCOc1ccccc1 | -1 | -1 | 0.8 | -15 | -55 | -25 | 2 | -29 | -14 | -27 | -63

Next part.
SMILES	ABHD5 PLIN5 PPI	TLR9-MyD88 inh	MC4R barr agon	NR2F2 inh	NCOA3 inh	NCOA1 inh	MC4R antagonist	SRC2 inh	NOD2 RIPK2 PPI	EBV LMP1 NFkB	LRH-1 inv ag
Cc1ccc(COn2nnc3ccc(S(=O)(=O)N4CCOCC4)cc32)cc1	7	-11	-1.6	-20	2	6	3	3	-2	-5	9
Nc1ccc(S(=O)(=O)NN=CC=Cc2ccccc2[N+](=O)[O-])cc1	-1	3	-0.7	4	-11	-6	-3	-15	3	5	24
COc1cc2oc(=O)cc(CN3CCCCC3)c2cc1Cl	7	.	.	-4	-7	-2	.	11	0	.	1
Cc1cc(C)c(S(=O)(=O)N(C)CC(=O)NCCCn2ccnc2)c(C)c1	-15	0	-1.6	19	-11	0	3	-8	-12	0	-6
CCC(CC)C(=O)N(C)c1c(C)nc2c(OCc3ccc(Cl)cc3)cccn12	-4	.	-2.3	5	1	-16	13	8	-13	.	6
COc1ccc(-c2nnc(N)s2)cc1OC	7	-2	1.1	-9	-8	-36	14	-3	8	5	-15
O=C(COC(=O)C1CCC(=O)N1)Nc1ccccc1Br (stereo unspecified)	8	-21	1.7	-1	8	9	5	-8	-11	-9	4
